Screens from PubChem BioAssay.
HCV inh = inhibitors of hepatitis C virus infection. Huh7.5.1 HCVcc-Cre infection, luciferase reporter, 44 h. Potency, µM (series often up to 41.8 µM), for the others: at the top dose activity change, negative = inhibition, usual class: inhibitors. 3.4% of 340,000 active
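1,000 cells/well; 4 h culture; + compound; + HCVcc-Cre (~0.5 moi); 44 h; luciferase substrate, RT 15 min; read 15 sec.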
Sm TGR inh = inhibitors of Schistosoma mansoni thioredoxin glutathione reductase. 3% of 360,000 active. Potency, µM (series often up to 114 µM), inactives show top-dose activity change, negative = inhibition, usual class: inhibitors. purified TGR, DTNB reduction, TNB absorbance 405 nm; note: nearly all actives have a fitted effect of over 60% in size
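Kinetic colorimetric format: TGR-catalysed, NADPH-driven DTNB reduction monitored via TNB absorbance. Enzyme dispensed at 20 nM; compound exposure 15 min at room temperature before reaction start.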
LmPK inhibitor = blocks Leishmania mexicana pyruvate kinase activity. 0.37% of 290,000 active. purified LmPK, Kinase-Glo ATP luminescence, 1 h. Potency, µM (highest dose often 57.5 µM), without a hit: at the top dose activity change, negative = inhibition, actives largely listed as inhibitors
Target sequence (Q27686 whole entry, looked up): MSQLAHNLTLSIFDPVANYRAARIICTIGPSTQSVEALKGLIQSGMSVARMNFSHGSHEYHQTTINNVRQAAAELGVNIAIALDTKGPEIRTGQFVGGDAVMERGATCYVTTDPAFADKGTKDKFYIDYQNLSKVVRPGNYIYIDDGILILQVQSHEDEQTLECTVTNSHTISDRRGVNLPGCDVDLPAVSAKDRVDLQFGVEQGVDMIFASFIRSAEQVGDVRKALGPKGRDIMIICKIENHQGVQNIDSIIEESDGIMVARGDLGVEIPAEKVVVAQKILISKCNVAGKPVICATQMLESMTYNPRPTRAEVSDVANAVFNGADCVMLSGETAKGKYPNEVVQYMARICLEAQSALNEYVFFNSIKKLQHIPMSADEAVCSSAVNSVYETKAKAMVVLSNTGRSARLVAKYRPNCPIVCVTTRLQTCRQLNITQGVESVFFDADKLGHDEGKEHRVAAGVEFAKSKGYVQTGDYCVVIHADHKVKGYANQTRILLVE
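In 50 mM imidazole pH 7.2 with 7 mM MgCl2, LmPK (0.1 nM) turned over PEP (0.5 mM) and ADP (0.1 mM) for 1 h at room temperature. Luciferase read-out of ATP.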
Pf growth 96h = inhibits malaria parasite growth, 96 h. P. falciparum luciferase reporter growth, 96 h. Potency, µM (series often up to 28.7 µM), without a hit: at the top dose activity change, negative = inhibition, hits mostly inhibitors. 6.9% of 320,000 active. AID 504834
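Erythrocytes infected with luciferase-expressing P. falciparum were dispensed at 2% hematocrit and 0.05% parasitemia (final), then incubated with compounds 96 hours at 37 C in 5% CO2. Luminescence after detection reagent addition reported growth.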
TbPYK inhibitor = T. brucei pyruvate kinase inhibition | Potency, µM (highest dose often 76.8 µM), without a hit: at the top dose activity, negative = inhibition, hits mostly inhibitors | TbPYK enzyme, Kinase-Glo Plus ATP luminescence, 45 min | 0.12% of 410,000 active; note: nearly all actives have a fitted effect of over 50% in size
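T. brucei PYK with substrate was exposed to pin-transferred compounds across a concentration series, then started with 130 uM ADP (final). After 45 min at room temperature, Kinase-Glo Plus luminescence was read, normalized and curve-fitted.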
Pf growth 48h = P. falciparum growth inhibition at 48 hours (one generation); P. falciparum luciferase growth in erythrocytes, 48 h; Potency, µM (titrated, usually from 28.7 µM), inactives show at the top dose activity change, negative = inhibition, usual class: inhibitors; 5.9% of 310,000 active
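Luminescence readout; reporter = integrated firefly luciferase in P. falciparum. RBC culture at 2% hematocrit, 0.1% parasitemia final, 37 C/5% CO2; decreased signal taken as growth inhibition.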
Active calls of the source: *; u = inconclusive; x = not tested or not shown; & = joins results of further samples; [ ] = dose if it differs, or a comment. Calls come from the whole dose curve; as a rule, active = well fitted curve in the direction sought with a large enough effect; inconclusive = small, poorly fitted or top-dose-only effect, or another doubt; inactive = no such curve, though single readings can be large; an effect the other way counts as inactive or inconclusive. % is set by controls: 0 for no effect and ±100 for the full control effect; potency is the fitted concentration of half-maximal effect.

Each structure is followed by: HCV inh	Sm TGR inh	LmPK inhibitor	Pf growth 96h	TbPYK inhibitor	Pf growth 48h
COc1cc(/C=N/NC(=O)C(C)Nc2n[nH]c(=O)[nH]c2=O)cc(OC)c1O (stereo not given)
→ 8%	-16%	-3%	32%[activator]	-6%	2%
COc1ccc(OCC(=O)NNC(=O)C(=O)Nc2cc(OC)ccc2OC)cc1
→ 9%	1%	4%	-10%	1%	-14%
Cc1ccc(NC2c3ncccc3C(=O)N2Cc2ccco2)c(C)c1 (stereo not given)
→ 6%	-8%	3%	55%[activator]	-3%	u
Cc1ccc(Nc2nc(-c3sc(NC(=O)c4ccco4)nc3C)cs2)cc1
→ u	u	-4%	u	-19%	9.3µM*
Cc1cccc2sc(NNC(=O)c3ccc4c(c3)OCCO4)nc12
→ 5%[8.37 µM]	-8%	0%	-13%	-21%	21%
Cc1ccc(SCc2ccc(C(=O)Nc3ccccc3Br)cc2)cc1
→ -4%	8%	1%	u	-8%	u
O=C(O)c1cncc(C#CCC2CCCCC2)c1
→ 15%	0%	-1%	16%	4%	5%
CCC/C(O)=C1\C(=O)CC(C)(C)CC1=Nc1ccc(OC)cc1
→ u	-18%	10%	u	-2%	-28%
C[C@H](NS(=O)(=O)c1ccc2c(c1)OCCCO2)C(=O)N1CCN(Cc2ccccc2)CC1
→ 23%	1%	x	-10%	0%	u
O=[N+]([O-])c1ccc(Cl)c(S(=O)(=O)Nc2cccc(-c3ccc(N4CCCC4)nn3)c2)c1
→ u	0%	x	0%	-3%	47%[activator]
CCOc1ccc(NC2=C(OC)C(=O)c3ccccc3C2=O)cc1
→ u	-5%	-16%	1.2µM*	5%	1.2µM*
COc1ccc(N(CC(=O)NCCSc2ccccn2)S(C)(=O)=O)cc1
→ 13%	-1%	-2%	55%[activator]	7%	x
Cc1ccccc1OCC(=O)N1CCc2ccccc2C1
→ 4%	1%	8%	11%	2%	14%
CCCCNC(=O)CSc1nccn1Cc1ccccc1
→ 12%	-4%	5%	22%	8%	-8%
C/C(=N\Nc1nc(N)cc(Cl)n1)c1cccc(N)c1
→ -4%	-3%	-2%	15%	0%	-16%
CNC(=O)CSc1nnc(-c2ccco2)n1-c1ccc(C)cc1
→ 5%	-25%	3%	u	6%	u
COc1ccccc1OCCn1cc(/C=N/NC(N)=S)c2ccccc21
→ 8.9µM*	-2%	5%	u	-7%	u
CCc1ccc(N2C(=O)CN(Cc3ccc(OC)c(OC)c3)C2=S)cc1
→ u	-8%	1%	45%[activator]	0%	u
Cc1ccccc1OCC(=O)NN1C(=O)C2C3C=CC(O3)C2C1=O (stereo not given)
→ 10%	20µM*	2%	u	-16%	10%
CC1CCc2cc(F)ccc2N1C(=O)CCl (stereo not given)
→ u	5.6µM*	6%	u	-15%	u
O=[N+]([O-])c1ccc(N2CCOCC2)cc1O
→ -3%	-1%	-2%	30%[activator]	5%	22%
O=C(Nc1ccc2c(c1)OCO2)C1CCCCC1
→ 1%	3%	1%	u	-9%	31%[activator]
COC(=O)c1c(-c2snnc2C)n[nH]c1C
→ 13%	-3%	0%	13%	-4%	-7%
CC(C)NCC(O)COc1ccc(COCCOC(C)C)cc1 (stereo not given)
→ 12%	x	x	16%	-3%&1%&2%	2%
Cc1cc(NCc2ccco2)nc(N2CCC(C(=O)NC3CCCCC3)CC2)n1
→ -8%	0%	-1%	35%[activator]	8%	-3%
CC1(C)CC(c2nc(-c3ccc(Cl)cc3)cs2)CCS1 (stereo not given)
→ -20%	-11%	1%	29%	0%	9%
CC(C)CC(NC(=O)OC(C)(C)C)c1cn([C@@H](Cc2cc3ccccc3[nH]2)C(=O)N2CCN(C(=O)OC(C)(C)C)CC2)nn1 (stereo not given in full)
→ u	-20%	1%	5.2µM*	-6%	u
COc1ccc(NC(=O)NCCCN2CCCCC2C)cc1 (stereo not given)
→ -21%	8%	-2%	-25%	-8%	-7%
CN(Cc1ccccc1)C(=O)COC(=O)c1cc(NS(=O)(=O)c2cccs2)ccc1O
→ 10µM*	7%	9%	u	-1%	25%
Cc1ccc2c(c1)N(CC(=O)Nc1ccccc1F)C(=O)CO2
→ -7%	0%	-5%	2.9µM*	-6%	6%
Cn1cc(SCC(=O)Nc2ccc3c(c2)OCO3)c2ccccc21
→ -6%	1%	-4%	u	-29%	x
O=C(Nc1nc(-c2ccccn2)cs1)c1ccc([N+](=O)[O-])o1
→ 8.9µM*	10µM*	-8%	2.3µM*	u	2.9µM*
Cc1ccc2nc(Cl)c(/C=N/n3c(C)nnc3C)cc2c1
→ 12%	2%	5%	4%	3%	24%
Cc1csc(NC(=O)CSc2ccccc2F)n1
→ 0%	-5%	1%	7%	-1%	136%[activator]
CCC(C)(C)c1ccc(OCCCC[n+]2ccc(C)cc2)c(C(C)(C)CC)c1
→ u	-10%	-2%	3.7µM*	7%	1.9µM*
Cc1cc(Br)c(S(=O)(=O)NCc2ccncc2)cc1C
→ 3.2µM*	-13%	-1%	u	0%	-8%
C/C(=N\NC(=O)COc1ccc(C(C)(C)C)cc1)c1ccccc1
→ -23%	-1%	2%	-10%	2%	-25%
CC1CCCN(CCOCCOc2ccc(Br)cc2Cl)C1 (stereo not given)
→ u	7%	-3%	14%	0%	u
O=C(N/N=C\c1ccc(S(=O)(=O)O)o1)c1ccc2c(c1)OCO2
→ 9%	-5%	-10%	u	-5%	-6%
Nc1cc(N)nc(SCC(=O)c2ccc3c(c2)NC(=O)CO3)n1
→ -1%	-2%	1%	14%	1%	27%

Structures above with a nitro group on carbon:
Each structure is followed by: HCV inh	Sm TGR inh	LmPK inhibitor	Pf growth 96h	TbPYK inhibitor	Pf growth 48h
O=[N+]([O-])c1ccc(Cl)c(S(=O)(=O)Nc2cccc(-c3ccc(N4CCCC4)nn3)c2)c1
→ u	0%	x	0%	-3%	47%[activator]
O=[N+]([O-])c1ccc(N2CCOCC2)cc1O
→ -3%	-1%	-2%	30%[activator]	5%	22%
O=C(Nc1nc(-c2ccccn2)cs1)c1ccc([N+](=O)[O-])o1
→ 8.9µM*	10µM*	-8%	2.3µM*	u	2.9µM*

In a second layout: entries from further up
molecule	HCV inh	Sm TGR inh	LmPK inhibitor	Pf growth 96h	TbPYK inhibitor	Pf growth 48h
O=C(Nc1ccc2c(c1)OCO2)C1CCCCC1	1%	3%	1%	u	-9%	31%[activator]
CC(C)CC(NC(=O)OC(C)(C)C)c1cn([C@@H](Cc2cc3ccccc3[nH]2)C(=O)N2CCN(C(=O)OC(C)(C)C)CC2)nn1 (stereo not given in full)	u	-20%	1%	5.2µM*	-6%	u
O=C(N/N=C\c1ccc(S(=O)(=O)O)o1)c1ccc2c(c1)OCO2	9%	-5%	-10%	u	-5%	-6%

Later entries:
Each structure is followed by: HCV inh	Sm TGR inh	LmPK inhibitor	Pf growth 96h	TbPYK inhibitor	Pf growth 48h
CCc1nn(CC(=O)N2CCC3(CC2)OCCO3)c(=O)c2cc3ccccc3n12
→ 0%	4%	-2%	u	-10%	3%
CC(C)n1nnnc1SCC(=O)NCc1ccc2c(c1)OCO2
→ 3%	10%	3%	u	1%	4%
Cc1noc(NS(=O)(=O)c2ccc(NC(=O)C(C)(C)C)cc2)c1C
→ 12%	10%	-8%	u	-1%	16%
COc1ccc(C(=O)Nc2ccccc2N2CCOCC2)cc1S(=O)(=O)N1CCCC1
→ u	-2%	x	u	-1%	u
COc1ccccc1NS(=O)(=O)c1cccc(NC(=O)c2[nH]c(C)c(C(C)=O)c2C)c1
→ 13µM*	8%	0%	u	0%	u
CCC12CN3CC(CC)(CN(C1)C3c1ccc(OC(C)C)cc1)C2=O (stereo not given)
→ 0%	0%	-3%	4.7µM*	0%	u
CCc1nc2ccc(F)cc2c(C(=O)NC2CCCCC2C)c1C (stereo not given)
→ -4%	-2%	1%	-15%	x	-10%
CC(=O)c1cccc(NC(=O)c2cc(C)no2)c1
→ 6%	1%	1%	-5%	-2%	22%
COc1ccc(S(=O)(=O)Nc2cc3c4c(c2)CCN4C(=O)CC3)cc1C
→ -3%	-1%	x	u	3%	u
O=C(CSc1nc2[nH]ncc2c(=O)n1-c1ccccc1)N1CCCCCC1
→ x	7%	-2%	10µM*	x	-21%
COc1ccc(S(=O)(=O)N2CCN(CC(=O)Nc3sccc3C(N)=O)CC2)cc1OC
→ u	1%	x	u	-2%	u
CCOC(=O)C1CCN(c2c(NCc3ccc(N(C)C)cc3)c(=O)c2=O)CC1
→ -2%	-4%	-6%	-29%	-9%	u
Cc1ccc(CNc2oc(COc3ccccc3Cl)nc2C#N)cc1
→ -10%	-17%	0%	38%[activator]	-9%	55%[activator]
Cc1ccc(S(=O)(=O)NCC(=O)OCC(=O)N2CCN(C(=O)c3ccco3)CC2)cc1C
→ 12%	u	x	12%	1%	30%
O=C(COc1ccc(-n2ccnc2)cc1)Nc1cccc(F)c1
→ -26%	0%	2%	u	3%	17%
Cc1c(NC(=S)N/N=C/c2ccc([N+](=O)[O-])cc2O)c(=O)n(-c2ccccc2)n1C
→ -11%	2%	2%	29%	3%	7%
COc1ccc(-c2nn(-c3ccccc3)cc2C#N)cc1
→ -11%	40%[activator]	3%	125%[activator]	1%	x
CN(C)CCO[C@@H](c1ccc(Cl)cc1)c1ccccn1
→ -5%	0%	-6%	u	-1%	-29%
Cc1ccc(C)c(OCCC(=O)Nc2ccc(S(=O)(=O)N3CCCC3)cc2)c1
→ 8.9µM*	2%	x	9.3µM*	-6%	u
O=C(NNC(=O)C1COc2ccccc2O1)c1cccc([N+](=O)[O-])c1 (stereo not given)
→ -1%	1%	3%	61%[activator]	3%	14%
Clc1ss/c(=N\c2ccccn2)c1Cl
→ -12%	-1%	-2%	104%[activator]	-13%	22%
Cc1ccc(-c2nc3cccnc3s2)cc1NC(=O)C1c2ccccc2Oc2ccccc21
→ 0%[8.37 µM]	-1%	-3%	-20%	1%	u
CN(NC(=O)c1ccccc1)C1=NS(=O)(=O)c2ccccc21
→ -5%	2%[57.1 µM]	-6%	21%	1%	20%
O=Cc1ccnc(-c2ccc(OC(=O)c3ccco3)cc2)n1
→ -1%	-24%	-2%	109%[activator]	-2%	26%
COc1ccccc1N1CCN(C(=O)COc2cccc(C)c2C)CC1
→ -22%	7%	-2%	34%[1.15 µM]	-3%	u
Cc1ccc(S(=O)(=O)NCCC(=O)NCc2cccnc2)cc1
→ 8%	2%	-1%	32%[activator]	-2%	10%
CCOc1c(P(=S)(N(C)C)N(C)C)c(C)nn1-c1ccccc1
→ -1%	0%	2%	2%	-4%	-4%
CCOc1ccc(NC(=O)CN(C)C(=O)c2ccc(N3CCOCC3)c([N+](=O)[O-])c2)cc1OCC
→ -14%	47%[activator]	2%	10%	-8%	-7%
C1CCc2c(nnc3c2-c2nonc2CC3)C1
→ 15%	5%	-9%	2.1µM*	0%	9%
CCOC(=O)N1CCN(CC(=O)Nc2ccc(OC)cc2)CC1
→ -3%	1%	-1%	-2%	2%	-4%
O=C(Nc1ccc(Cl)c(Cl)c1)OCCNC(=O)c1cccc(Cl)c1
→ -10%	-17%	-4%	8%	-17%	x
COC(=O)c1ccc(Nc2nc(-c3ccncc3)nc3ccccc23)cc1
→ -12%	-1%	5%	-1%	2%	6%
C=CCOC(=O)C1=C(C)NC(C)=C(C(=O)OCC=C)C1c1cn(-c2ccccc2)nc1-c1ccco1
→ 11%	0%	4%	3.7µM*	-12%	u
